Bioassay records (PubChem BioAssay)
KLK7 zymogen act = proKLK7 (human) activation, primary screen; P49862; purified proKLK7, EDANS-DABCYL substrate fluorescence; 100% is mature enzyme control, 0% vehicle; activation, % at 7 µM; actives 0.9% (n = 370,000);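 active = activation above the mean of all tested compounds plus 3 SD, computed per campaign excluding outliers beyond control limits, cut at about 13% in these data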
TDP2 absorb = TDP2 (human) inhibition, absorbance primary screen; O95551; recombinant TDP2, T5PNP hydrolysis, p-nitrophenol absorbance 415 nm; inhibition, % at 12.8 µM; actives 0.34% (n = 370,000);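 active = inhibition above the mean of all tested compounds plus 3 SD, set per campaign, cut at about 25% in these data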;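 note: 0% = DMSO with enzyme and 100% = buffer with substrate but no TDP2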
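System – recombinant human TDP2 · Quantity – TDP2 enzyme at 120 nM final · Doses – single concentration, 12.8 µM nominal, with 1% DMSO · Incubation – 2 h at 37 °C · Measured by – epi absorbance of p-nitrophenol freed from T5PNP by hydrolysis · Read-out – % inhibition relative to enzyme-containing and enzyme-free wells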
PRMT1 FP inh = PRMT1 (human) inhibition, primary screen | recombinant PRMT1, activity-based probe fluorescence polarization | actives 1.3% (n = 370,000) | inhibition, % at 2.79 µM | Q99873;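 active = inhibition above about 21% made by adding two undisclosed values, limit read from the data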
UHRF1 MBD2 ctr = UHRF1 methyl-DNA binding inhibition; Q96T88; UHRF1 binding to methylated oligo, TR-FRET; inhibition, % at 4.4 µM; actives 0.75% (n = 370,000); in the data active = inhibition above about 21%;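 note: UHRF1 SRA domain binding a hemimethylated CpG hairpin DNA probe; 0% = median of test compound wells and 100% = reference inhibitor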
Target sequence (Q96T88 whole entry, looked up, the tested form may be a part): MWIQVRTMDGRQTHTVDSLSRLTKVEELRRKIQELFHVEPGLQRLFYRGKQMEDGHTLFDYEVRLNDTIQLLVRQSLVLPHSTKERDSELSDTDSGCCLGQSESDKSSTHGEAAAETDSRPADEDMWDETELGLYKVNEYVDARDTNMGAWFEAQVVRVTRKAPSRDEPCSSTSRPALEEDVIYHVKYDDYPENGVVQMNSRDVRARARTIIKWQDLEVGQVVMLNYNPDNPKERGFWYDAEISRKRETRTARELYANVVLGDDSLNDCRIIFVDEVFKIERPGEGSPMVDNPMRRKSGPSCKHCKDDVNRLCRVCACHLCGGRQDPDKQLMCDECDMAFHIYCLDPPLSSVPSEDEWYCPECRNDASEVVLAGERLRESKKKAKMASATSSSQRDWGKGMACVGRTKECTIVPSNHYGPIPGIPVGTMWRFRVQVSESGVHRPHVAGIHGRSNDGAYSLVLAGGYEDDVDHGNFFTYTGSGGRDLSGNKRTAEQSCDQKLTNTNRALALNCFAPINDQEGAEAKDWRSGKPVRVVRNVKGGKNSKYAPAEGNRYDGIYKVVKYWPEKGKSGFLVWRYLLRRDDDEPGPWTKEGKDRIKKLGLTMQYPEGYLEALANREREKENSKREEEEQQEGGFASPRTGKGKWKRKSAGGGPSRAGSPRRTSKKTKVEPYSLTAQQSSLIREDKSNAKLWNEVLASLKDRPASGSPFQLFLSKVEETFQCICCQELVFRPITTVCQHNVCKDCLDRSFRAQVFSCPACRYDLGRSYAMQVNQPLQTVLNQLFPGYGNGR
LEDGF integ inh = blocks HIV-1 LEDGF/p75-dependent DNA integration. AID 743269. inhibition, % at 3.7 µM. TR-FRET IN-LEDGF/p75 DNA integration, Eu/Cy5. actives 0.64% (n = 370,000);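 active = inhibition above the screen-wide mean plus 3 SD, cut at about 13% in these data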;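 note: signal is the Cy5 over europium emission ratio at 671 and 618 nm; 0% = plate median of compound wells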
Tn6 DDE FP = DD(E)-Tn6 binding inhibition, primary FP screen. P02675. Fibrin DD(E) TRITC-Tn6 fluorescence polarization displacement. inhibition, % at 8.3 µM. actives 0.21% (n = 370,000). AID 720509;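 active = inhibition above a per-campaign cutoff: mean of compounds within control limits plus 3 SD, cut at about 15% in these data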;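 note: 0% = median of all compound wells on the plate and 100% = blocking peptide control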
SIAE inh = human SIAE inhibition, primary screen; SIAE FP-Rh probe binding, fluorescence polarization; inhibition, % at 9.66 µM; Q9HAT2; actives 0.69% (n = 370,000); AID 1053197;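 active = inhibition above a cutoff: mean of compounds within the control limits plus 3 SD of those, cut at about 17% in these data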;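 note: 0% = plate median of compound wells and 100% = probe without SIAE protein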
TCR-CD3 inh = human TCR-CD3 binding inhibition. AID 651800. actives 0.37% (n = 360,000). inhibition, % at 9.4 µM. TAMRA-labeled TCR probe fluorescence, biochemical; in the data active = inhibition above about 19%;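 note: recombinant mutant TCR 2C K166C tagged with TAMRA read by polarization; 0% = receptor in buffer alone and 100% = receptor with positive control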
DDE Tn7 FP inh = disrupts Tn7 cyclic peptide binding to fibrin D-Dimer-E complex; FP displacement of FITC-Tn7 peptide from fibrin DD(E); 0% = median of compound wells per plate; inhibition, % at 8.3 µM; actives 0.13% (n = 370,000);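 active = inhibition above the mean of compounds falling within the control limits plus 3 SD of them, cut at about 14% in these data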;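 note: 0% = plate median of compound wells and 100% = 10 µM Aha-Tn7 peptide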
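Assay system: Human clot-derived fibrin DD(E) complex | Buffer or medium: Tris/NaCl/CaCl2 buffer, pH 7.8 | Repeats: One replicate per compound | Benchmarks: Aha-Tn7 high control | Measure: % inhibition scaled between sample-field median and high-control FP | Schedule: 10 min plus 3 h, room temperature | Signal: Fluorescence polarization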
MBD2 inh = MBD2-methylated oligo binding inhibition | TR-FRET, MBD2 binding to methylated oligonucleotide | Q9UBB5 | inhibition, % at 4.4 µM | actives 0.31% (n = 370,000); in the data active = inhibition above about 13%
* = called active by the depositor; x = no result given.

TCR-CD3 inh,MBD2 inh,TDP2 absorb,LEDGF integ inh,KLK7 zymogen act,PRMT1 FP inh,UHRF1 MBD2 ctr,SIAE inh,DDE Tn7 FP inh,Tn6 DDE FP,canonical_smiles
-4,1,-1,-7,-0.1,1,-1,3,5,-2,COc1cc(C(=O)N/N=C/c2sc(N3CCOCC3)nc2-c2ccccc2)cc(OC)c1OC
-7,5,-9,-2,1.1,3,3,-2,2,-4,Cc1ccccc1OCCn1nc(C(=O)O)c2ccccc2c1=O
7,-5,5,2,0.0,11,0,10,-3,-2,Cc1ccc(C(c2c(O)nc3n(c2=O)CCS3)c2c(O)nc3n(c2=O)CCS3)cc1
-4,-3,-8,8,0.2,-3,4,-3,0,1,CCOC(=O)CCNC(=O)N1CCCC(C(=O)c2cccc(OC(C)C)c2)C1 (stereo unspecified)
5,-3,2,1,0.0,-1,1,5,-4,1,CCOc1ccccc1NC(=O)CSc1n[nH]c(N)n1
4,1,-2,-1,-0.5,0,0,1,-2,-9,O=C(NCc1ccccc1)C1(CC2CC(c3ccccc3)=NO2)CCNCC1 (stereo unspecified)
-2,-3,-7,5,8.4,10,-1,7,-2,1,COc1cc2c(cc1OC)C(c1ccc(C)o1)CC(=O)N2 (stereo unspecified)
0,-5,6,5,0.3,2,1,-2,-4,-5,CCn1nc(C)cc1C(=O)N1CCCC(C(=O)c2cccc(OC)c2)C1 (stereo unspecified)
10,-1,3,-4,-0.2,-1,1,-1,-7,3,Cc1ccc(N(C)C(=O)N2CCN(S(=O)(=O)c3ccc(C)cc3)CC2)cc1
0,2,1,3,-0.3,-3,-2,4,6,-10,Cn1c(COc2ccccc2)nnc1SCCC(=O)Nc1ccccc1
5,1,7,3,0.5,2,0,2,1,-1,CC(C)Cc1nnc(NC(=O)CCC(=O)N2CC(C)CC(C)C2)s1 (stereo unspecified)
6,0,5,2,0.5,5,-3,9,-4,-2,O=C1CC(N2CCN(c3ccc(F)cc3)CC2)C(=O)N1Cc1cccs1 (stereo unspecified)
-2,-2,-16,6,1.0,-2,3,-4,-2,4,COc1ccc(Cc2nc(-c3cccs3)no2)cc1OC
-3,1,8,2,2.5,-5,-1,13,1,0,O=C(NCC(=O)N1CCN(c2ncccn2)CC1)c1ccccc1F
1,0,6,-3,0.2,26*,-2,0,4,3,N#Cc1cc2c([nH]c1=S)CCCCCC2
4,-4,5,4,-0.1,1,23*,8,3,5,CCCc1nc2ccc(C(=O)OC)cn2c1Cc1ccccc1OC
5,-3,-2,1,-0.7,-3,1,-14,5,-1,O=C(Cn1c(=O)c2c(ncn2C2CCCC2)n(Cc2ccccc2)c1=O)N1CCc2ccccc21
-4,8,4,-5,-23,7,2,-8,2,-7,CC1NC(=O)c2cc3ccccc3cc2-n2c1nc1cc(Cl)ccc1c2=O (stereo unspecified)
5,-3,3,1,-0.4,-2,-2,3,6,2,CC(C)(C)OCC(NC(=O)C(CC(N)=O)NC(=O)OC(C)(C)C)C(=O)OC(C)(C)C (stereo unspecified)
2,3,6,-2,1.5,-2,1,-3,-3,6,O=C(NC1(C(F)(F)F)NC(=O)N(c2ccc(F)cc2)C1=O)c1ccncc1 (stereo unspecified)

Arranged by the number under Tn6 DDE FP (largest number first): three of the compounds above.
SMILES	Tn6 DDE FP
COc1ccc(Cc2nc(-c3cccs3)no2)cc1OC	4
O=C(NCC(=O)N1CCN(c2ncccn2)CC1)c1ccccc1F	0
Cc1ccccc1OCCn1nc(C(=O)O)c2ccccc2c1=O	-4

The results go on.
TCR-CD3 inh,MBD2 inh,TDP2 absorb,LEDGF integ inh,KLK7 zymogen act,PRMT1 FP inh,UHRF1 MBD2 ctr,SIAE inh,DDE Tn7 FP inh,Tn6 DDE FP,canonical_smiles
-2,2,-5,6,-0.1,3,7,-3,1,10,Cc1cccc(NC(=O)C2COc3ccccc3O2)c1 (stereo unspecified)
-1,-5,2,0,0.8,2,1,9,0,-3,CCc1nnc(NC(=O)CSc2nnc(-c3ccccc3O)o2)s1
4,-4,-11,-3,-0.2,-6,0,10,-1,2,COc1ccc(CC(=O)Nc2ccc(N3CCCC3)c(C)c2)cc1
4,1,-2,2,0.0,0,-4,-3,1,-5,COc1ccc(/C=N/NC(=O)c2ccccc2OC)cc1COc1ccccc1[N+](=O)[O-]
-5,-1,-6,-2,0.6,2,5,-1,1,-4,COc1ccc(C(=O)N2CCC(C(=O)N3CCN(c4ccccc4)CC3)CC2)cc1
6,0,-11,1,0.4,-6,-1,1,3,-3,C=CCn1c(=O)c2ccccc2n2c(SCC(=O)NC(C)C)nnc12
1,-4,13,0,0.2,0,0,3,-1,2,COc1ccccc1N1CCN(CCC(=O)Nc2cccc(Cl)c2)CC1
-1,-2,3,-3,-0.1,-3,5,11,8,1,Cc1ccc(S(=O)(=O)N2CCOCC2)c(C)c1NS(C)(=O)=O
8,-1,7,1,-0.1,-3,-2,4,-2,5,CSc1ccc(CN(C)Cc2nc3ccccc3c(=O)[nH]2)cc1
2,1,7,0,0.6,-2,-2,2,-1,0,CN(C)C(=S)NC1(C)CCS(=O)(=O)C1 (stereo unspecified)
7,-4,-8,1,-0.3,2,-6,2,-3,1,COc1cccc(OCCNc2cc(N3CCOCC3)ccc2[N+](=O)[O-])c1
8,0,4,0,-0.1,2,-3,-3,-4,-5,O=C(Nc1ccc(F)c(Cl)c1)c1ccc2c(=O)n3c(nc2c1)CCCCC3
3,-6,-3,-2,-0.1,1,-3,12,8,11,Cn1c(N)c(C(=O)COC(=O)COc2ccc(Br)cc2)c(=O)n(C)c1=O
1,-1,1,4,-0.2,4,-5,6,2,-6,Cc1cc(-c2[nH]nc3c2C(c2ccsc2)C(C#N)=C(N)O3)c(C)s1 (stereo unspecified)
3,-1,4,1,-0.4,0,0,-4,-1,4,O=C(COC(=O)Cc1cccs1)Nc1ccc(F)c(F)c1F
-5,2,-12,3,-0.2,-3,0,10,-3,-8,NS(=O)(=O)c1ccc(NC(=O)CN2CCc3ccccc32)cc1
0,4,-4,1,0.5,-1,0,6,-2,-5,COc1ccc(OC)c(NC(=O)CN(c2ccc(OC)c(Cl)c2)S(C)(=O)=O)c1
-1,4,-11,-2,0.1,2,3,0,3,5,CC(=O)Nc1ccc(S(=O)(=O)N[C@@H](C)C(=O)OCc2ccc(Cl)cc2)cc1
-8,-2,4,-2,-1.7,-1,-2,0,6,2,Cc1ccc(C)c(NC(=O)c2nc(Cl)ccc2Cl)c1
6,-3,0,-1,-0.3,85*,-2,2,0,8,O=C1c2ccccc2[C@@H]2Cc3csc[n+]3[C@H]12

Profiles, looked up by structure.
Cc1cccc(NC(=O)C2COc3ccccc3O2)c1 (stereo unspecified) is listed with TCR-CD3 inh = -2; MBD2 inh = 2; TDP2 absorb = -5; LEDGF integ inh = 6; KLK7 zymogen act = -0.1; PRMT1 FP inh = 3; UHRF1 MBD2 ctr = 7; SIAE inh = -3; DDE Tn7 FP inh = 1; Tn6 DDE FP = 10
O=C(COC(=O)Cc1cccs1)Nc1ccc(F)c(F)c1F is listed with TCR-CD3 inh = 3; MBD2 inh = -1; TDP2 absorb = 4; LEDGF integ inh = 1; KLK7 zymogen act = -0.4; PRMT1 FP inh = 0; UHRF1 MBD2 ctr = 0; SIAE inh = -4; DDE Tn7 FP inh = -1; Tn6 DDE FP = 4

Remaining list, next part:
TCR-CD3 inh,MBD2 inh,TDP2 absorb,LEDGF integ inh,KLK7 zymogen act,PRMT1 FP inh,UHRF1 MBD2 ctr,SIAE inh,DDE Tn7 FP inh,Tn6 DDE FP,canonical_smiles
1,-5,-3,3,-0.3,-2,-1,0,3,1,CN1CCN(C(=O)C[C@@H]2C=C[C@H](NS(=O)(=O)c3cccc(F)c3)[C@@H](CO)O2)CC1
3,-1,3,-2,0.6,0,-2,-3,-9,0,COC(=O)c1cc(OC)c(OC)cc1NC(=O)C(C)c1ccc([N+](=O)[O-])cc1 (stereo unspecified)
7,0,6,1,0.6,-2,-1,5,-4,6,CS(=O)(=O)N(Cc1ccccc1)c1ccccc1C(=O)N1CCN(c2ccccc2)CC1
-1,1,12,0,0.3,5,1,0,5,2,O=C(CCCn1c(=O)oc2ccccc21)N1CCN(c2ccccn2)CC1
x,4,-3,-1,1.2,1,0,2,0,-1,COC(=O)[C@]12C[C@H](CC(=O)N3CCN(C(=O)C4CC4)CC3)C(=O)N(CCc3ccc(OC)c(OC)c3)C1=C[C@H](C1CCCC1)O[C@@H]2C
-3,-3,19,3,-1.0,-2,-2,-4,-1,5,Cc1ccc(C(=O)OCC(=O)Nc2ccc(N3CCOCC3)cc2)cc1
3,0,1,4,0.3,-3,-2,-44,0,4,CC1(C)CC2CC(C)(CN2S(=O)(=O)c2ccc(C(=O)Nc3ccc(Cl)c(S(=O)(=O)N4CCOCC4)c3)cc2)C1 (stereo unspecified)
3,-3,9,-1,-0.3,-2,-1,3,4,-7,O=C(O)[C@H]1CCCC[C@H]1C(=O)Nc1ccc(S(=O)(=O)N2CCOCC2)cc1
3,1,-15,2,0.1,-2,4,-9,4,-3,Cn1cc(-c2nnnn2-c2ccccc2)c(=O)c2ccccc21
-7,3,-1,-4,0.4,3,3,-32,2,5,COc1ccc(CC(=O)OCC(=O)Nc2ccc(C(=O)Nc3ccc(OC)cc3)cc2)cc1
-5,3,-8,6,16*,-2,-3,10,-2,7,CCOc1ccccc1C1C2=C(COC2=O)Nc2cc3c(cc21)OCO3 (stereo unspecified)
-4,0,0,0,-8.9,3,7,-3,3,-2,Cc1ccccc1COC(=O)c1nn(-c2ccccc2)nc1N
